# Source: PubChem (several laboratories)
# GDH-TPI inh – GDH-TPI coupling enzyme inhibitors, primary screen, artefact control for M. tuberculosis FBA inhibitor project, biochemical, absorbance, full deck | hit rate 1.2% among 360,000 | AID 588335, 2011 | inhibition, % at 4.8 µM | GDH-TPI coupled enzyme counterscreen, NADH absorbance; in the data active means inhibition above about 30%;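 further: 0% = DMSO wells and 100% = wells lacking the enzyme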
# Vc quorum ag – inducers of Vibrio cholerae quorum light production without autoinducers, primary screen, BH1578 luxS cqsA deficient, single point | V. cholerae BH1578 lux reporter, luminescence, 6 h | activation, % at 18.7 µM | hit rate 0.16% among 350,000; in the data active means activation mostly above about 9.7%, no sharp cut-off; further: not every result past the cut was called active; inactives centre near 0; reference of the scale not given here
# FadD28 binding – inhibitors of FadD28 bisubstrate probe binding, primary screen, biochemical, fluorescence polarization, single point; inhibition, % at 12.5 µM; hit rate 0.22% among 360,000; AID 588549, 2011; in the data active means inhibition above about 8.5%, passing the limit was not always enough
# Yp Topo-I inh – Yersinia pestis topoisomerase I inhibitors, primary screen, biochemical, cleavage product accumulation, plate reader, single point; DNA topoisomerase I (Yersinia pestis CO92); Y. pestis Topo-I cleavage product accumulation; activity, % at 10 µM; hit rate 0.064% among 360,000; in the data active means activity above about 50%, passing the limit was not always enough; further: inactives centre near 2
# BioA inh – M. tuberculosis BioA enzyme inhibitors, primary screen, biochemical, plate reader, single point, HTS | purified M. tuberculosis BioA enzyme | AID 602481, 2012 | hit rate 0.096% among 360,000 | inhibition, % at 9.99 µM | 7,8-diaminopelargonic acid synthase BioA (Mycobacterium tuberculosis); in the data active means inhibition above about 40%
# PfHsp40 yeast – rescue of yeast from PfHsp40 toxicity, primary screen, S. cerevisiae, ATP luminescence; S. cerevisiae expressing PfHsp40, growth rescue; growth rescue, % at 12.5 µM; hit rate 0.68% among 340,000; in the data active means growth rescue above about 28%, passing the limit was not always enough;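 further: yeast W303a lacking pdr1 and pdr3 grown in galactose medium; growth measured after three days at 30 °C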
# UGM FP inh – M. tuberculosis UGM enzyme inhibitors, primary screen, biochemical, fluorescence polarization, single point; UDP-galactopyranose mutase (Mycobacterium tuberculosis (strain ATCC 25618 / H37Rv)), …; purified UGM, fluorescence polarization probe displacement; inhibition, % at 10 µM; hit rate 0.06% among 320,000; AID 504406, 2011; in the data active means inhibition above about 10%, passing the limit was not always enough
# Target sequence (P9WIQ1 whole entry, looked up): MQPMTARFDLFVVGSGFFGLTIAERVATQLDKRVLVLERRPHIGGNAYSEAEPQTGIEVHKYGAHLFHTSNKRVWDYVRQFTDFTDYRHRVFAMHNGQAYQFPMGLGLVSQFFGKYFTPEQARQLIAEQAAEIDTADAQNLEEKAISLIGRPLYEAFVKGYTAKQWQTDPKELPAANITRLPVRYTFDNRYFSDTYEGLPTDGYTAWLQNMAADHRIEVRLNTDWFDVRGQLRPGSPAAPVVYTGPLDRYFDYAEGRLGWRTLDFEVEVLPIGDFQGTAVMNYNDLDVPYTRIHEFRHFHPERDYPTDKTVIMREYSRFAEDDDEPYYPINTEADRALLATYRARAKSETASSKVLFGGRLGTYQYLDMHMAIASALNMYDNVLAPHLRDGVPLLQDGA
# TcdB GH inh – TcdB glycohydrolase inhibitors, primary screen, biochemical, single point, plate reader. TcdB glycohydrolase enzymatic assay. inhibition, % at 9.99 µM. hit rate 0.24% among 350,000. AID 652162, 2013; in the data active means inhibition above about 10%
# Mtb FBA inh – Mtb FBA enzyme inhibitors, primary screen, biochemical, fluorescence, strain H37Rv; Fructose-bisphosphate aldolase (Mycobacterium tuberculosis (strain ATCC 25618 / H37Rv)), …; purified M. tuberculosis FBA, fluorescence read-out; inhibition, % at 1 µM; hit rate 2.3% among 360,000; in the data active means inhibition above about 27%;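 further: 0% = vehicle and 100% = reference inhibitor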
# Target sequence (P9WQA3 whole entry, looked up): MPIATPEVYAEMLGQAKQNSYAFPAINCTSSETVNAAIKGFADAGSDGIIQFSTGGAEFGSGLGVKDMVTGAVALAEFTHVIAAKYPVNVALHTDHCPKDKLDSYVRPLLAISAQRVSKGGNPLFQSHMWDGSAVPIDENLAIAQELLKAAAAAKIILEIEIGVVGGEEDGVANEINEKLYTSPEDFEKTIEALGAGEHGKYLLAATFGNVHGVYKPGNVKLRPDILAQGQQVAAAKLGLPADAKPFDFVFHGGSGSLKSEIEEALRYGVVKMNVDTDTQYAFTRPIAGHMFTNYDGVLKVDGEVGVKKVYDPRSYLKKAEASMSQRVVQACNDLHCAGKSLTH
# Numbers without * were called inactive; i = inactive; · = no result given; + = active, no number.
# Below each SMILES: GDH-TPI inh, Vc quorum ag, FadD28 binding, Yp Topo-I inh, BioA inh, PfHsp40 yeast, UGM FP inh, TcdB GH inh, Mtb FBA inh
O=C(NN=Cc1ccc(N(CCCl)CCCl)cc1Cl)c1cccnc1
 : 72.0*, -0.8, -1.9, -0.4, ·, -0.8, ·, 0.0, 8.2
COC(=O)c1cccc(Nc2cc(C)nc(-c3ccccc3O)n2)c1
 : 9.2, -6.2, -0.7, -12.0, ·, 0.3, 2.4, ·, -1.0
Cn1ccc2c(-c3ccc(C(=O)O)cc3)cc3c(c21)C1CCC3O1 (configuration not stated)
 : ·, ·, -4.2, ·, 0.7, ·, ·, -1.8, +
Cc1ccc(CC(NC(=O)c2ccccc2)C(=O)NC(C)C(=O)O)cc1 (configuration not stated)
 : 0.0, -0.2, 0.8, 4.8, -0.1, -1.2, -1.9, ·, -0.5
COc1ccc(C(=O)c2ccccc2)c2c(O)ccc(C(=O)c3ccccc3)c12
 : 19.4, 3.1, -1.8, -6.2, ·, -0.7, -1.5, ·, -3.8
COc1ccc(CSc2nncn2N)cc1[N+](=O)[O-]
 : -1.4, 0.0, -5.3, -4.9, ·, -2.2, 1.0, ·, -5.3
COc1ccc(C(C(O)C(=O)c2c[nH]c3ccccc23)N2CCN(c3ccc(OC)cc3)CC2)cc1 (configuration not stated)
 : -4.0, 2.6, -4.6, -9.4, 3.5, 1.2, 1.6, ·, 2.3
O=C(/C=C/c1cnc2ccccc2n1)NC1CCCCCC1
 : 19.4, -0.2, 0.1, 7.0, ·, 0.0, 0.3, ·, -3.4
CNC(=O)COc1coc(CN2CCN(c3ccccc3)CC2)cc1=O
 : -5.1, -0.3, -1.8, 1.4, 0.2, 0.7, 0.3, -1.0, -0.4
CCN(CC)S(=O)(=O)c1ccc(NC(=S)NC(=O)CC(C)C)cc1
 : 8.6, -0.1, -4.4, 12.3, ·, 0.2, 0.5, -0.1, 1.1
CCCn1c(SCC(=O)Nc2c(C)cccc2C)nnc1C(C)C
 : 15.7, -1.6, -1.1, -8.2, -5.6, -1.0, 3.3, ·, -2.0
CC1(C)CC(=O)C(CC(=O)c2ccccc2)=C(NN=C(N)N)C1
 : 5.3, -0.5, -0.8, 0.3, 0.5, ·, ·, 2.6, -1.1
CCOC(=O)N1CCN(CCC(=O)Nc2ccccc2)CC1
 : -4.9, i, 0.0, 2.3, 1.2, 1.5, 0.5, 0.2, 0.4
COc1ccc(CC(=O)Nc2cccc(-c3ccc4nncn4n3)c2)cc1OC
 : 6.3, -0.6, -5.6, 3.3, ·, 0.8, 1.2, 0.2, -2.0
O=C(Nc1ccccc1C(=O)Nc1ccncc1)c1ccc([N+](=O)[O-])cc1
 : 10.7, -0.5, -9.2, -4.7, -1.2, -1.2, -1.6, -0.6, 2.5
COc1ccc(C(=O)OCC(=O)c2ccc[nH]2)cc1
 : -2.2, -0.4, -0.9, 8.1, -0.2, -1.4, 1.0, -5.3, 1.6
CCOC(=O)c1sc2nc(C)c([N+](=O)[O-])c(COC)c2c1N
 : 5.2, -0.3, -2.4, -5.3, -7.4, 0.6, 2.7, 2.5, 2.7
O=C(COC(=O)CNC(=O)c1ccc(Cl)c([N+](=O)[O-])c1)NCC1CCCO1 (configuration not stated)
 : -7.3, i, -3.2, -0.4, -1.7, 0.0, -3.0, 1.3, -1.6
COc1ccc(C(=O)c2ccc(OC)cc2OC)cc1
 : 6.1, i, 0.8, 0.7, -0.1, 0.9, -1.0, 0.6, -2.2
Cc1c(C(=O)NCc2cccc(C(F)(F)F)c2)sc(=O)n1Cc1ccc(S(=O)(=O)N(C)C)cc1
 : -3.4, -0.4, -13.8, 20.4, -0.7, ·, ·, 0.7, 0.0
COCCN(C(=O)C(C)C)c1nnc(-c2ccc(C(C)(C)C)cc2)s1
 : 2.5, -0.6, 0.3, 13.5, -3.2, 7.2, 2.8, 10.1*, 0.2
Cc1ccc(OCC(=O)NCCc2nc3ccccc3[nH]2)c(C)c1
 : -7.5, -0.5, -1.7, -5.5, ·, 4.1, 2.4, -0.4, 0.6
O=C(Cn1c2[n+](c3ccccc31)CC(O)CS2)c1ccccc1 (configuration not stated)
 : -0.6, -2.8, -2.2, 1.3, ·, 1.0, 1.9, 0.1, 3.0
CCCCc1nc2sc3c(c2c(=O)[nH]1)CCC3
 : 9.7, i, -0.5, -11.0, -2.5, 1.5, 1.9, ·, 2.0
CC(C)C(=O)Nc1nnc(SCC(=O)NCc2ccc3c(c2)OCO3)s1
 : 15.8, -0.2, -1.4, -1.2, ·, -0.7, -0.4, 0.3, -1.1
Oc1ccc2[nH]cnc2c1CN1CCCCC1
 : 0.0, 0.0, -0.7, 4.9, 0.0, 0.9, -3.1, ·, 3.7
CN1CN(C)c2cccc3cccc1c23
 : 15.7, i, -0.3, 5.4, -0.7, -0.2, -1.6, ·, 97.9*
O=C(c1noc2c1CCCCC2)N1CCOCC1
 : 2.0, 0.0, -0.4, 3.4, ·, 0.0, 0.1, 0.8, 1.4
O=c1oc2c(CN3CCN(CCO)CC3)c(O)ccc2cc1-c1ccccn1
 : 17.5, 12.9, -4.4, 4.3, -6.0, -0.1, -2.8, -0.7, +
CCOC(=O)CN(C(=O)CSc1nnc(CNc2ccc(F)cc2)o1)c1ccccc1
 : 18.6, -0.5, 1.3, 9.1, 0.5, -0.1, 1.1, ·, 2.0

# Structural class: the entries above containing a COOH group
# Below each SMILES: GDH-TPI inh, Vc quorum ag, FadD28 binding, Yp Topo-I inh, BioA inh, PfHsp40 yeast, UGM FP inh, TcdB GH inh, Mtb FBA inh
Cn1ccc2c(-c3ccc(C(=O)O)cc3)cc3c(c21)C1CCC3O1 (configuration not stated)
 : ·, ·, -4.2, ·, 0.7, ·, ·, -1.8, +
Cc1ccc(CC(NC(=O)c2ccccc2)C(=O)NC(C)C(=O)O)cc1 (configuration not stated)
 : 0.0, -0.2, 0.8, 4.8, -0.1, -1.2, -1.9, ·, -0.5

# Next part.
# Below each SMILES: GDH-TPI inh, Vc quorum ag, FadD28 binding, Yp Topo-I inh, BioA inh, PfHsp40 yeast, UGM FP inh, TcdB GH inh, Mtb FBA inh
O=C(Nc1cccc(C(F)(F)F)c1)c1ccccc1NC(=O)C1CCCCC1
 : -1.2, -0.3, 1.3, 3.4, ·, 0.5, -0.1, -0.3, -1.2
NNC(=O)CNc1ccccc1Cl
 : 2.2, -0.5, -0.3, -2.8, -0.2, -0.9, 3.5, -0.9, 9.0
O=C(Nc1cccc([N+](=O)[O-])c1)C(=O)N1CCCCC1
 : -0.4, -0.4, 1.2, -0.8, ·, -0.1, 2.0, 1.2, -1.0
CCOc1ccc(OCC)c(NC(=O)CN(C)S(=O)(=O)c2ccc3nc(C)sc3c2)c1
 : 7.8, -0.4, -2.7, 25.5, 2.6, -0.2, 1.2, ·, -0.4
Cc1nn2c3c(cnc2c1-c1ccccc1)C(=O)CC(c1ccccc1)C3 (configuration not stated)
 : 5.2, -0.4, 2.4, 2.1, 5.5, -1.6, -4.5, ·, 0.1
O=S(=O)(O)c1cc2onnc2c2ccccc12
 : 6.0, -5.9, 0.5, -2.6, -0.6, -3.6, ·, -0.4, 15.8
O=C(O)c1ccc(Nc2cccc(F)c2)c([N+](=O)[O-])c1
 : 1.3, -0.6, -1.1, -4.0, 0.9, 2.0, -1.4, 0.2, -4.5
O=C(CN(Cc1ccc(Cl)cc1)C(=O)CNS(=O)(=O)c1ccc(F)cc1)NCC1CCCO1 (configuration not stated)
 : -8.6, -0.3, -2.6, 10.1, 5.4, -0.5, 3.8, 1.9, -0.9
CCCC(=O)N1CCN(c2ccc(NC(=O)c3cccs3)cc2)CC1
 : 3.8, 2.2, 0.5, -1.0, 1.9, -0.1, 0.9, 0.5, -2.1
CCOc1c(C(N)=O)cc([N+](=O)[O-])cc1[N+](=O)[O-]
 : 11.8, 1.4, 0.1, 4.1, ·, -1.4, 1.9, 2.3, -4.1
COc1ccc(C2=NN(C(=O)CCCC(=O)O)C(c3cccs3)C2)cc1OC (configuration not stated)
 : 2.5, -0.8, 0.2, 13.0, ·, -1.0, -1.6, -0.3, 25.6
Clc1ccc(-c2cn3c(n2)-c2ccccc2C3)cc1Cl
 : 0.7, 0.1, -6.0, 7.6, -1.7, 8.1, ·, ·, 0.5
O=C(c1ccc([N+](=O)[O-])cc1)N1CCOCC1
 : 9.9, -0.8, 0.4, -1.5, -1.6, 1.7, ·, 0.6, 1.0
Cc1ccc(SCC(=O)OCC(=O)Nc2ccc3[nH]c(=O)[nH]c3c2)cc1C
 : 11.7, -2.3, 0.7, -6.4, -2.5, -0.7, 0.9, 4.7, 4.6
Cc1ccc(S(=O)(=O)NCc2ccccc2)cc1C(=O)N1CCCCCCC1
 : 12.9, -4.2, 0.0, 21.3, 5.4, 1.7, 0.5, 1.4, 1.3
O=[N+]([O-])c1cc(/C=N/n2c(-c3cccnc3)n[nH]c2=S)ccc1Cl
 : 9.1, -0.3, -2.7, -2.9, ·, -1.8, 0.8, ·, -0.6
Cc1ccc(C(=O)N(C)Cc2ccc(N3CCOCC3)cc2)cc1S(=O)(=O)NCc1ccccc1
 : 5.6, -2.5, 0.9, 37.6, ·, 0.5, -1.1, 2.1, -1.7
CC1CCN(S(=O)(=O)c2ccc(N=NC3=C(O)CC(C)(C)CC3=O)cc2)CC1
 : 13.7, -0.2, 0.3, -5.9, -2.9, -0.8, -1.2, ·, 8.2
COC(=O)CCN(C(=O)c1cccc(OC(C)=O)c1)c1ccccn1
 : -2.2, -1.4, -4.7, -4.3, -0.6, -1.2, 2.6, ·, 1.5
COCCNC(=O)CSc1nc2sccc2c(=O)n1-c1ccccc1
 : 5.0, -0.5, 0.2, -5.1, -1.8, -1.4, 1.0, 2.0, -2.1
CN(Cc1ccccc1)C(=O)c1ccc2c(c1)NC(=O)C(N1CCOCC1)S2 (configuration not stated)
 : 4.0, 2.3, 0.0, 12.1, -0.3, 0.1, ·, 1.4, -0.9
CC(C)C1C(C#N)=C(N)Oc2c1c(=O)oc1ccccc21 (configuration not stated)
 : 0.9, 0.5, -0.4, -1.1, 0.3, ·, ·, -0.3, 3.6
COc1ccc(NC(=O)C2(C)CCN2Cc2ccc(SC)cc2)cc1OC (configuration not stated)
 : 5.8, -0.2, -4.6, 17.3, 0.4, ·, ·, 0.1, -2.5
Cc1ccc(-c2cc(=O)c3cc(C)ccc3[nH]2)cc1
 : 8.6, i, -4.0, -2.2, -0.4, -0.5, 1.5, 0.3, 8.8
Oc1ccc(CCN2CCCCC2)cc1
 : 1.7, i, -3.8, 2.0, -1.8, -1.3, ·, 0.1, 1.1
Cc1ccccc1NC(=O)Cn1nnc(S(=O)(=O)c2ccc(C(C)(C)C)cc2)c1N
 : 8.9, -0.2, -1.3, 28.7, -1.8, 0.0, -0.1, -2.3, 2.6
Cc1ccc(S(=O)(=O)Cn2nnnc2C(CC(C)C)N2CCC(C(N)=O)CC2)cc1 (configuration not stated)
 : 3.8, i, -3.4, 10.6, -0.6, -0.9, -1.6, 1.2, 0.3

# In the list so far, these contain a thiophene ring, fused or not.
# Below each SMILES: GDH-TPI inh, Vc quorum ag, FadD28 binding, Yp Topo-I inh, BioA inh, PfHsp40 yeast, UGM FP inh, TcdB GH inh, Mtb FBA inh
CCOC(=O)c1sc2nc(C)c([N+](=O)[O-])c(COC)c2c1N
 : 5.2, -0.3, -2.4, -5.3, -7.4, 0.6, 2.7, 2.5, 2.7
CCCCc1nc2sc3c(c2c(=O)[nH]1)CCC3
 : 9.7, i, -0.5, -11.0, -2.5, 1.5, 1.9, ·, 2.0
CCCC(=O)N1CCN(c2ccc(NC(=O)c3cccs3)cc2)CC1
 : 3.8, 2.2, 0.5, -1.0, 1.9, -0.1, 0.9, 0.5, -2.1
COc1ccc(C2=NN(C(=O)CCCC(=O)O)C(c3cccs3)C2)cc1OC (configuration not stated)
 : 2.5, -0.8, 0.2, 13.0, ·, -1.0, -1.6, -0.3, 25.6
COCCNC(=O)CSc1nc2sccc2c(=O)n1-c1ccccc1
 : 5.0, -0.5, 0.2, -5.1, -1.8, -1.4, 1.0, 2.0, -2.1
